# KCNH2 3.1 inh = KCNH2 3.1 (human) potassium channel inhibition | 340,000 tested, 0.95% active | activity change, % (tested at about 1.8 µM) | U2OS KCNH2 3.1, thallium flux FluxOr; active compounds read low;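 active = maximum activity change below -70%; inconclusive = maximum activity change from -70% to -50%; inactive = maximum activity change above -50%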;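 note: thallium influx rate constant from kinetic fluorescence after stimulation buffer; % is set by controls: 0 for no effect and ±100 for the full control effect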
#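 Measured as rate of thallium-driven FluxOr signal in transduced U2OS cells carrying the 3.1 channel, read kinetically for 2 min upon stimulation; values are rate constants scaled to DMSO control wells.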
# RORgamma inh = inhibitors of mouse ROR gamma transcriptional activity. Drosophila S2 Gal4-RORgamma UAS-luciferase reporter, 20 h. Potency, µM (series often up to 53.6 µM), without a hit: at the top dose activity change, negative = inhibition, most hits filed as inhibitors. 310,000 tested, 5.4% active. AID 2551; note: potency is the fitted concentration of half-maximal effect; % is set by controls: 0 for no effect and ±100 for the full control effect; nearly all actives have a fitted effect of over 60% in size
#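 Drosophila S2 cells stably expressing Gal4-DBD/mouse RORγ fusion under metallothionein promoter plus UAS-luciferase; compound 1 h, then 700 uM CuSO4 induction for 20 h at ambient temperature; inhibition read as reduced luminescence.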
# MBNL1 CUG block = MBNL1-poly(CUG) RNA binding inhibition; Q9NR56; 280,000 tested, 0.036% active; TR-FRET MBNL1-His/biotin-(CUG)12 binding, 665/545 ratio; Potency, µM (highest dose often 57.5 µM), for inactives: top-dose activity change, negative = inhibition, hits mostly inhibitors; active = well fitted inhibition curve with a large enough effect in the signal ratio, with a control signal flat, not every such curve was filed as active; inconclusive = small, poorly fitted or top-dose-only effect, or effect the other way, or a change in a side signal; inactive = no such curve, though single readings can be large or run the other way; the % refers to the signal ratio; note: potency is the fitted concentration of half-maximal effect; % is set by controls: 0 for no effect and ±100 for the full control effect
# Target sequence (Q9NR56 whole entry, looked up): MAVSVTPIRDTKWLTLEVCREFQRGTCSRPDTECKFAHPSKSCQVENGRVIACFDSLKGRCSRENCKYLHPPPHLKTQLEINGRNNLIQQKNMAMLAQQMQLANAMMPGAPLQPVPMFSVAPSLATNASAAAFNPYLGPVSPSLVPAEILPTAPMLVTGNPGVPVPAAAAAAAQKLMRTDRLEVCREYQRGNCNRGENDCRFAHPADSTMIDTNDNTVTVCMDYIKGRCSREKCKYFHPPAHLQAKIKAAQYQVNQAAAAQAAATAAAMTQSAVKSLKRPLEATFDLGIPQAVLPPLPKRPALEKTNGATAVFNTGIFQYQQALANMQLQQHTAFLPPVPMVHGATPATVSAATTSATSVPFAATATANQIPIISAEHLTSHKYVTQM
#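 His-tagged MBNL1 binding to biotinylated (CUG)12 RNA was measured by TR-FRET using terbium anti-His antibody (0.055 ng/ul final) and streptavidin-XL665 (5 nM final). Compounds were titrated 92 nM to 58 uM; 60 min at room temperature.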
# VP16 counter = inhibits Gal4-VP16 luciferase reporter, ROR gamma counter-screen; Drosophila S2 Gal4-VP16 UAS-luciferase, luminescence, 20 h; Potency, µM (doses to about 53.6 µM), for inactives: top-dose activity, negative = inhibition, hits mostly inhibitors; 310,000 tested, 3.5% active; AID 2546;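 note: Gal4-VP16 expression switched on by copper sulfate through the metallothionein promoter; potency is the fitted concentration of half-maximal effect; % is set by controls: 0 for no effect and ±100 for the full control effect; nearly all actives have a fitted effect of over 50% in size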
# NPC1 promoter act = activators of NPC1 promoter; Potency, µM (doses to about 9.22 µM), without a hit: at the top dose activation, usual class: activators; 320,000 tested, 2.4% active; Huh7 NPC1 promoter luciferase reporter, 24 h;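 note: potency is the fitted concentration of half-maximal effect; % of control where 0% means no effect; nearly all actives have a fitted effect of over 60% in size; reporter is driven by a mutant NPC1 promoter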
#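 Compounds in DMSO were transferred onto Huh7 NPC1-luciferase reporter cells pre-incubated 2 h; after 24 h at 37 °C, Amplite reagent was dispensed and luminescence recorded 10 min later.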
# ELG1 repair inh = blocks ELG1-dependent DNA repair in HEK293T cells; HEK293T ELG1-luciferase reporter, luminescence, 16 h; DNA damage induced by 5-fluorouridine; Potency, µM (series often up to 46.1 µM), inactives show at the top dose activity change, negative = inhibition, hits mostly inhibitors; 330,000 tested, 2.3% active; AID 504467; note: potency is the fitted concentration of half-maximal effect; % is set by controls: 0 for no effect and ±100 for the full control effect; nearly all actives have a fitted effect of over 55% in size
#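 Reporter activity after DNA damage by 5-fluorouridine is monitored. Compound-treated cells incubate 16 hr at 37 °C, then ONE-Glo is added for 30 min before luminescence reading.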
# Rab9 promoter act = Rab9 promoter activation; 320,000 tested, 2.8% active; Huh7 Rab9 promoter-luciferase reporter, luminescence, 24 h; AID 485297; Potency, µM (top dose mostly 9.22 µM), inactives show top-dose activation, negative = inhibition, usual class: activators; note: potency is the fitted concentration of half-maximal effect; % of control where 0% means no effect; nearly all actives have a fitted effect of over 60% in size
#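 Huh7 reporter line, Rab9 promoter upstream of luciferase. Compound exposure 24 h at 37 °C in reduced-serum medium with 10% FBS. Read-out: luminescence.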
# Mito fusion act = blocks mitochondrial division or promotes mitochondrial fusion; S. cerevisiae fusion-defective mutant growth rescue, CellTiterGlo 48 h; Potency, µM (doses to about 46.1 µM), for the others: at the highest dose growth rescue (activation), most hits filed as activators; 320,000 tested, 0.23% active; AID 485298;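 note: potency is the fitted concentration of half-maximal effect; % of control where 0% means no effect; nearly all actives have a fitted effect of over 45% in size; temperature-sensitive fusion mutants such as fzo1-1 at 37 °C on non-fermentable ethanol glycerol medium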
#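 Luminescent cell viability in 1536-well qHTS format served as the measure of rescued growth in ts fusion-mutant S. cerevisiae cultured on non-fermentable YPEG for 48 hours at 37C.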
# Menin MLL FP TR = displaces Texas Red mutant MLL peptide from human menin. Menin + Texas Red MLL mutant peptide, fluorescence polarization. 270,000 tested, 0.23% active. AID 1768. O00255. Potency, µM (series often up to 61.6 µM), for the others: at the highest dose FP activity change, negative = inhibition, hits mostly inhibitors; active = well fitted inhibition curve with a large enough effect in the polarisation, with a control signal flat, not every such curve was filed as active; inconclusive = small, poorly fitted or top-dose-only effect, or effect the other way, or a change in a side signal; inactive = no such curve, though single readings can be large or run the other way; the % refers to the polarisation; note: potency is the fitted concentration of half-maximal effect; % of control where 0% means no effect; many of its hits are not listed in these tables
# FLuc counter = firefly luciferase modulation, counter-screen for miR-21 project; P08659; purified FLuc, Km substrates, luminescence inhibition; Potency, µM (highest dose often 57.5 µM), for the others: top-dose activity change, negative = inhibition, actives largely listed as inhibitors; 360,000 tested, 6.9% active;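 note: potency is the fitted concentration of half-maximal effect; plate controls were vehicle for no effect and reference inhibitor for full effect; nearly all actives have a fitted effect of over 55% in size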
# Target sequence (P08659 whole entry, looked up): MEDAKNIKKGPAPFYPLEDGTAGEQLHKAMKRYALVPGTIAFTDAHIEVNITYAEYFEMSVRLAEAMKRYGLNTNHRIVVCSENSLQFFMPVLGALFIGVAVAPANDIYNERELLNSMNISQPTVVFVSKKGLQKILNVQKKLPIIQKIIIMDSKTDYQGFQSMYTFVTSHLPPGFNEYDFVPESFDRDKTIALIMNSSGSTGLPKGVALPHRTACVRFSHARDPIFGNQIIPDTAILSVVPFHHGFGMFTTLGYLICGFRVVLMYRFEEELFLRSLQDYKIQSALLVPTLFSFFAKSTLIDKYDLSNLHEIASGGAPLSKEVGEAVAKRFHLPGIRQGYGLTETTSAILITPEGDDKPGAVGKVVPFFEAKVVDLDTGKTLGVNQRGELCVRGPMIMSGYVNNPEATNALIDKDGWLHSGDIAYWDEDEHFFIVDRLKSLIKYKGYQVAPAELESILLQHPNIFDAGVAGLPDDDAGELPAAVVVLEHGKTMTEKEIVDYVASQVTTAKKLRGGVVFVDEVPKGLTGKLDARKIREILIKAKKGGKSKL
#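 Biochemical qHTS of compounds, final roughly 60 µM downward over six points, against 10 nM purified firefly luciferase using Km concentrations of substrates (10 uM D-luciferin, 10 uM ATP) in Tris acetate pH 7.5 buffer; luminescence output.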
# PKM2 activator = PKM2 (human) enzyme activation. AID 1631. 260,000 tested, 0.34% active. P14618. purified PKM2, Kinase-Glo ATP luminescence, activation; response scale: 0% is enzyme alone, no compound. Potency, µM (top dose mostly 57.5 µM), inactives show at the top dose activation, usual class: activators; note: potency is the fitted concentration of half-maximal effect; % is set by controls: 0 for no effect and ±100 for the full control effect; nearly all actives have a fitted effect of over 55% in size
#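 ATP formation by purified human PK-M2, quantified via coupled luciferase luminescence after 1 h at room temperature with 0.1 mM ADP and 0.5 mM PEP final.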
# Starred values were filed as active, the others as inactive; ? = inconclusive; · = not tested or not shown; [ ] = another dose, or the depositor's remark. Unless noted, calls come from the whole dose curve; as a rule, active = well fitted curve in the direction sought with a large enough effect; inconclusive = small, poorly fitted or top-dose-only effect, or another doubt; inactive = no such curve, though single readings can be large; an effect the other way counts as inactive or inconclusive.
Molecule	KCNH2 3.1 inh	RORgamma inh	MBNL1 CUG block	VP16 counter	NPC1 promoter act	ELG1 repair inh	Rab9 promoter act	Mito fusion act	Menin MLL FP TR	FLuc counter	PKM2 activator
Cc1ccc(CNS(=O)(=O)c2cc(F)ccc2CN2C(=O)c3cccnc3C2=O)o1	-8	-16%	?	-8%	-2%	5%	-3%	4%	10%	0%	·
COc1ccccc1C(C)NCC(=O)Nc1ccccc1C(F)(F)F (stereo not given)	5	5%	·	-5%	-1%	4%	6%	4%	-8%	-9%	-14%
O=S(=O)(c1cccc2cccc(Cl)c12)N1CCCC1	2	18%	?	3%	-4%	12%	-10%	0%	-26%	3%	12%
COc1ccccc1CN1Cc2cccc3c2[C@@H](CC1=O)[C@H](O)[C@H](O)C3	3	·	·	·	2%	16%	-2%	-3%	·	6%	·
CCCC1=[N+](CC(=O)c2ccc(Br)cc2)CCn2cccc21	-6	5%	-7%	0%	-20%	11%	5%	4%	·	-1%	4%
CCOc1ccc(OCC)c(NC(=O)CSc2nc3ccccc3c(=O)n2C)c1	-4	-15%	-10%	20µM*	-5%	?	-5%	-3%	3%	2%	10%
CCn1c(=O)c([N+](=O)[O-])c(NCCN(C)C)c2ccccc21	-4	-12%	?	27%	0%	?	-3%	-1%	5%	3%	6%
N#Cc1ncc(C(F)(F)F)cc1Sc1ccc(N)cc1	3	6%	4%	1%	-5%	-2%	0%	18%	?	10%	1%
C=CCNC(=O)C(C)Sc1ccc(Cl)cc1 (stereo not given)	17	-6%	8%	19%	20%	-2%	-1%	-1%	7%	-1%	3%
CC1CCCN(CCCNC(=O)C2CC(=O)N(CCc3ccccc3)C2)C1 (stereo not given)	-23	-8%	2%	-9%	0%	15%	0%	-4%	12%	-1%	·
Cc1ccnc(NC(=O)c2ccc([N+](=O)[O-])s2)c1	9	-104%	?	?	3.2µM*	?	3.5µM*	-11%	?	13µM*	-5%
CCOC(=O)C1CCN(c2nc3ccccc3nc2C(C#N)C(=O)OC(C)COC)CC1 (stereo not given)	-1	-25%	3%	-3%	-4%	?	1%	4%	?	6%	-1%
C=CCN1C(=O)/C(=C\c2ccc(Cl)cc2)N=C1SCC(=O)NCCC	-4	3%	3%	-5%	2%	-2%	15%	1%	19%	-1%	-2%
COc1ccccc1-c1cn[nH]c1-c1ccc(OCc2ccccc2F)cc1O	-1	8.9µM*	21%	?	0%	-16%	-2%	13%	·	-3%	3%
COc1cc(CN2CCNC(=O)C2CC(=O)N(C)Cc2cccnc2)cc(OC)c1 (stereo not given)	-27	-1%	8%	-2%	-4%	8%	-2%	-3%	5%	-3%	-3%
O=C(c1nc2ccc(Cl)cn2c1CN1CCCC1)N1CCc2ccccc2C1	7	-12%	-3%	2%	-6%	11%	-7%	-4%	-25%	2%	9%
Cc1nnc(SCC(N)=O)n1CCc1ccccc1	1	-11%	-2%	4%	-3%	13%	-4%	-8%	11%	-1%	-12%
CCN(CC)CCNC(=O)c1ccc(CS(=O)(=O)c2ccc(Br)cc2)o1	3	24%	2%	-1%	-4%	7%	-4%	1%	0%	0%	-17%
COc1ccc(/C=N/NC(=O)c2ccc(CSc3nc(C)cc(C)n3)cc2)c(OC)c1OC	13	-21%	-2%	4%	-2%	?	-6%	-1%	10%	-5%	-13%
CN(C)c1ccc(CNn2cnnc2)cc1	-3	-18%	0%	-2%	-12%	-1%	1%	-1%	2%	3%	2%
Cc1ccc(S(=O)(=O)N2CCOCC2)cc1NC(=O)Cn1ccsc1=N	-29	42%	-4%	2%	2%	15%	-7%	1%	6%	0%	2%
Cc1ccc2c(c1)[nH]c1c(=O)n(CCCN3CCOCC3)cnc12	40	1%	3%	14%	12%	?	6%	1%	0%[11.7 µM]	-18%	5%
CC(=O)CC[C@@H](C)O[C@@H]1OC(C)[C@H](O)CC1O (stereo not given in full)	2	·	·	·	4%	5%	-2%	2%	·	1%	·
COc1ccc(-c2cnn(C3CCS(=O)(=O)C3)c2N)cc1 (stereo not given)	-3	3%	-5%	-1%	-5%	13%	4%	-1%	6%	-3%	7%
CC(C)CNC(=O)c1ccccc1NC(=O)CN(c1ccccc1)S(=O)(=O)N(C)C	7	-17%	-3%	-14%	-1%	-11%	-8%	3%	-7%	1%	-1%
CCCC(=O)Nc1c(-c2ccccc2)c(=O)c(C)nn1-c1ccccc1	-18	14%	·	-12%	-3%	11%	-8%	-2%	·	-1%	-2%
O=C(Nc1nccs1)C1CCCN1/C=C/C(=O)C(F)(F)F (stereo not given)	4	4%	-9%	-9%	-1%	?	7%	2%	·	-1%	·
COc1ccc(CCNC(=O)C2CCCN(S(=O)(=O)c3cccc4nonc34)C2)cc1OC (stereo not given)	-5	17%	?	-4%	·	·	·	1%	3%	-1%	0%
CCCC(c1nnnn1Cc1ccco1)N1CCN(C2CCCC2)CC1 (stereo not given)	-4	-20%	-4%	3%	0%	21%	-2%	3%	·	3%	-2%
COc1ccc(CNC(=O)Cn2cc(C(F)(F)F)ccc2=O)cc1OC	-10	4%	0%	2%	-1%	-1%	-3%	-5%	4%	1%	-5%
CCN1CCN(CC(=O)N2N=CCC2c2ccccc2)CC1 (stereo not given)	17	19%	3%	-2%	3%	1%	2%	2%	·	6%	0%
CC(C)C[C@H](NC(=O)c1[nH]cnc1C(=O)N[C@@H](Cc1ccccc1)C(=O)OCc1ccccc1)C(=O)OC(C)(C)C	17	5.6µM*	-1%	16µM*	-3%	13%	-5%	-3%	1%	1%	-4%
Cc1ccc(C(=O)N(CC(=O)NC2CCCC2)c2ccc(F)cc2)s1	-5	-6%	4%	5%	0%	4%	-1%	-4%	-12%	4%	·
COc1ccc(C(=O)Nc2ccc(Oc3ncnc4sc(-c5ccccc5)cc34)cc2)cc1OC	-23	?	-12%	-29%	3%	9%	-1%	-4%	0%	2%	-4%
Cc1cc(=O)[nH]c(-c2ccccc2O)n1	0	5%	-2%	-9%	-2%	3%	1%	-3%	1%	3%	1%
Cc1csc(NC(=O)CSc2nnc(-c3ccoc3C)n2Cc2ccco2)n1	-2	7%	?	0%	-3%	-28%	1%	-2%	6%	5%	4%
CCC(C(=O)OC)n1cnc2c(nnn2-c2ccc(F)cc2)c1=O (stereo not given)	1	-17%	-5%	-11%	0%	7%	2%	3%	-2%	-2%	18%
CC(C)[C@H](NC(=O)OC(C)(C)C)C(=O)N/N=C/c1cccc2nccnc12	1	1%	?	2%	-2%	-1%	-2%	5%	2%	?	5%
CCSc1nnc(SCC(=O)N2CCN(C(=O)c3ccco3)CC2)s1	-4	1%	-17%	-4%	-4%	14%	0%[1.84 µM]	-1%	·	-2%	0%
Cc1ccc(CC2CC(=O)N(c3ccncc3)C2=O)cc1 (stereo not given)	2	16%	-1%	-2%	5%	-4%	0%	2%	15%	4%	-5%
CCOCC(=O)Nc1cccc(NC(C)=O)c1	-35	-15%	6%	-3%	-2%	16%	3%	3%	31%[activator]	-1%	-2%
COc1ccc(CSC2=NCCN2)cc1Br	15	-10%	-5%	2%	-2%	-1%	-4%	-2%	5%	6%	0%
Cc1cnc(C(=O)OCC(=O)c2ccc(Br)s2)cn1	8	·	·	·	0%	1%	2%	-8%	·	2%	·
CN1CCN(S(=O)(=O)c2cccc(C(=O)O)c2)CC1	4	-20%	2%	-7%	-5%	11%	-3%	-2%	1%	-1%	2%
COc1cccc(C2=CC(c3ccc(N(C)C)cc3)n3ncnc3N2)c1 (stereo not given)	·	31%	17%	0%	13%	-18%	21%	2%	20%	?	11%
COc1ccccc1S(=O)(=O)Nc1cccc(-c2nnc3n2CCCCC3)c1	24	-1%	-6%	3%	-3%	-1%	-10%	2%	-17%	1%	2%
Cc1ccccc1OCC(=O)NCCN(C)C	6	-11%	-9%	9%	5%	?	3%	2%	13%	0%	-8%

# Screens: PubChem BioAssay, National Center for Advancing Translational Sciences (NCATS)

# These rows are one share of the data, so the mix of outcomes need not match the whole.
